D3 antag: qHTS of D3 Dopamine Receptor Antagonist: qHTS; D(3) dopamine receptor (Homo sapiens), P35462; D3R cells, DiscoveRx beta-arrestin luminescence, antagonist mode; stronger effect = lower value; max response, negative = inhibition, %; 2.5% of 360,000 active; AID 652054, 2013; in the data active = max response below about -50%; inconclusive = no clear call, values can overlap the other calls; note: % is set by controls: 0 for no effect and ±100 for the full control effect; mostly tested at two doses, the higher about 12 µM
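Cells expressing the human receptor were seeded at 1500 cells/well, incubated overnight at 37 degrees C in 5% CO2, then exposed to library compounds with dopamine controls for 90 minutes at 37 degrees C before luminescent detection.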
aSyn rescue: qHTS of alpha-syn Inhibitors. Yeast expressing alpha-synuclein, growth rescue, BacTiter-Glo, 24 h. Potency, µM (doses to about 46.1 µM), for the others: at the top dose growth rescue (activation), hits mostly activators. 0.14% of 370,000 active; note: potency is the fitted concentration of half-maximal effect; % of control where 0% means no effect; nearly all actives have a fitted effect of over 65% in size
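Screening used galactose-induced yeast with toxic alpha-synuclein levels, exposed to compound for 24 hr at 30 deg C. Cell growth, read with BacTiter-Glo luminescence, gave the measured signal.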
EPAC2 antagonist: qHTS for Antagonist of cAMP-regulated guanine nucleotide exchange factor 2 (EPAC2): primary screen. Rap guanine nucleotide exchange factor 4 (Homo sapiens), Q8WZA2. EPAC2 GEF exchange of Rap1B-BODIPY-GDP, fluorescence. Potency, µM (top dose mostly 114 µM), without a hit: at the top dose activity, negative = inhibition, most hits filed as inhibitors. 0.18% of 360,000 active. AID 720708, 2013; note: potency is the fitted concentration of half-maximal effect; % is set by controls: 0 for no effect and ±100 for the full control effect; nearly all actives have a fitted effect of over 45% in size; many of its hits are not listed in these tables
Target sequence (Q8WZA2 whole entry, looked up): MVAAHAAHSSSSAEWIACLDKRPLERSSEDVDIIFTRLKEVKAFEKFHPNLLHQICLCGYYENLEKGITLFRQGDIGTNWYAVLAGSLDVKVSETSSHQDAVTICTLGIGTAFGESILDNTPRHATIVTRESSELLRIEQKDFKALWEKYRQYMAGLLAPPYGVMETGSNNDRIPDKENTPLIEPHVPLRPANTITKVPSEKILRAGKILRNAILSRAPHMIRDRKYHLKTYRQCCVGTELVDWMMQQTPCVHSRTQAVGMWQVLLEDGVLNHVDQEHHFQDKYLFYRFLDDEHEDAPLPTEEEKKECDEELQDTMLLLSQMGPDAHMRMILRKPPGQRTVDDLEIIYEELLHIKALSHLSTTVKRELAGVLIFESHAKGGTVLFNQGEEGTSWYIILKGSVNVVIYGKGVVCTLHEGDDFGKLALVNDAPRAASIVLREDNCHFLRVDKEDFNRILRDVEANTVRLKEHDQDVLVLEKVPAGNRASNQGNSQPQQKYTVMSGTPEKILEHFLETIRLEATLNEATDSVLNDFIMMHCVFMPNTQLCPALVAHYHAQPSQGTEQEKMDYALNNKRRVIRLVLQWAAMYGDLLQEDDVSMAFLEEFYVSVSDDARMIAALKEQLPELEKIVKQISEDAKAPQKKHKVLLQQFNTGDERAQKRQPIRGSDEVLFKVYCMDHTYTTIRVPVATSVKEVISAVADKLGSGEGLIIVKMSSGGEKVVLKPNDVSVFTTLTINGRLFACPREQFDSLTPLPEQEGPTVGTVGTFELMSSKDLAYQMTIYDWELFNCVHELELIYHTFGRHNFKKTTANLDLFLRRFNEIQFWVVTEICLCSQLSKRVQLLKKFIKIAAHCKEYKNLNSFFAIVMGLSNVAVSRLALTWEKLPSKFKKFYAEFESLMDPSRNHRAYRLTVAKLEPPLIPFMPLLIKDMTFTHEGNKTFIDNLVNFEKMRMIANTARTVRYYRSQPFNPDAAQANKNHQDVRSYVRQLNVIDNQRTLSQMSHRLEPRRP
DRD3 agonist: qHTS of D3 Dopamine Receptor Agonist: qHTS; D(3) dopamine receptor (Homo sapiens), P35462; AID 652048, 2013; max activation, %; D3R DiscoveRx beta-arrestin cells, luminescence, 90 min; 0.58% of 410,000 active; in the data active = max activation above about 30%; note: 0% is about no effect; mostly tested at two doses, the higher about 12 µM
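Cells at 1500/well, incubated overnight, then treated with pinned compounds (dopamine as control) for 90 min at 37 degrees C. DiscoveRx reagent added for 30 - 60 minutes at room temperature; luminescence read.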
FUS suppressor: qHTS for Suppressors of FUS Proteinopathy: Primary screen using FUS-linked yeast assay; S. cerevisiae FUS-expressing, growth rescue, OD600, 24 h; Potency, µM (top dose mostly 76.6 µM), for the others: at the top dose growth rescue (activation), hits mostly activators; 0.24% of 390,000 active; AID 1347120, 2019;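 note: potency is the fitted concentration of half-maximal effect; plate controls were DMSO vehicle for no effect and reference control for full effect; nearly all actives have a fitted effect of over 55% in size; some results filed as inactive show a strong effect at the top dose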
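Absorbance at 600 nm, taken 24hr after compound addition, measured rescue of FUS-yeast growth at 30C. Induction used 2% galactose with seeding at OD 0.005. Controls: CP55940 from 92uM final, DMSO only.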
EPAC2 ag: qHTS for Agonist of cAMP-regulated guanine nucleotide exchange factor 4 (EPAC2): primary screen; Rap guanine nucleotide exchange factor 4 (Homo sapiens), Q8WZA2; 0.079% of 360,000 active; Potency, µM (highest dose often 154 µM), inactives show at the top dose activation, usual class: activators; AID 720711, 2013; EPAC2 activation, biochemical qHTS; response scale: 100% = 6.5 mM cAMP response; note: potency is the fitted concentration of half-maximal effect; nearly all actives have a fitted effect of over 50% in size
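Readout is BODIPY fluorescence (480 nm excitation, 540 nm emission), which falls as labeled GDP is exchanged off Rap1B. EPAC2 at 100 nM acted on 250 nM RAP1B-BODIPY-GDP with 50 uM GDP present.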
TDP-43 yeast inh: qHTS of TDP-43 Inhibitors; TDP-43 expressing yeast growth rescue, BacTiter-Glo, 24 h; Potency, µM (top dose mostly 46.1 µM), for the others: at the highest dose growth rescue (activation), hits mostly activators; 1.8% of 410,000 active; AID 652104, 2013; note: potency is the fitted concentration of half-maximal effect; % of control where 0% means no effect; nearly all actives have a fitted effect of over 50% in size
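In this qHTS, compounds that restore growth of yeast expressing TDP-43 appear as activators. Cells (OD600=0.02, galactose medium, raffinose-pregrown) are incubated with compound 24 hr at 30 deg C and growth is quantified by BacTiter-Glo.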
Abeta yeast res: qHTS for compounds that reverse cellular toxicity of Amyloid beta (A-beta) peptide in yeast: Primary Screen; Potency, µM (series often up to 46.1 µM), without a hit: at the top dose growth rescue, hits mostly activators; yeast expressing A-beta42, growth rescue, OD600, 48 h; response scale: 0% DMSO, 100% iron-clioquinol control; 0.063% of 410,000 active; note: potency is the fitted concentration of half-maximal effect; nearly all actives have a fitted effect of over 55% in size
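Yeast A-beta toxicity model in growth medium with pinned compounds, 48 h at 30 C; growth read as absorbance at 600 nm. Normalized to FeCl3/clioquinol equimolar mix (positive) and DMSO (negative).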
Active calls of the source: *; [ ] = dose if it differs, or a comment. Unless noted, calls come from the whole dose curve; as a rule, active = well fitted curve in the direction sought with a large enough effect; inconclusive = small, poorly fitted or top-dose-only effect, or another doubt; inactive = no such curve, though single readings can be large; an effect the other way counts as inactive or inconclusive. Not all compounds are listed; rates above refer to the full screens.

For O=C(O)CCc1ccc(-c2ccc(Br)cc2)n1-c1ccccc1O the results were DRD3 agonist -2, FUS suppressor inconclusive, TDP-43 yeast inh inconclusive and Abeta yeast res -20%.
For O=C(OCC1OC(n2cc(Br)c(=O)[nH]c2=O)C(Br)C1O)c1ccccc1 (stereo not given) the results were D3 antag 22, aSyn rescue 6%, EPAC2 antagonist -6%, DRD3 agonist 0, FUS suppressor -28%, EPAC2 ag -6%, TDP-43 yeast inh 25% and Abeta yeast res 3%.
O=C(NC(=S)NC1CCCC1)c1ccccc1Br was read as D3 antag 3, aSyn rescue 1%, EPAC2 antagonist -5%, DRD3 agonist -8, EPAC2 ag -7%, TDP-43 yeast inh 15% and Abeta yeast res -8%.
COC(=O)c1sccc1NC(=O)c1ccc(C#N)cc1 was read as D3 antag 0, aSyn rescue -7%, EPAC2 antagonist -1%, DRD3 agonist -7, FUS suppressor -32%, EPAC2 ag 9%, TDP-43 yeast inh 3% and Abeta yeast res -9%.
Screening COc1cc(-c2nc(Cn3nnc(C(=O)Nc4cccc(Cl)c4)c3C)c(C)o2)cc(OC)c1OC returned DRD3 agonist -10, FUS suppressor -7%, TDP-43 yeast inh 1% and Abeta yeast res -6%.
Screening O=C([C@H]1O[C@@H](n2ccc(=O)[nH]c2=O)[C@H](O)[C@@H]1O)N(CCC1=CCCCC1)CC1CC1 returned D3 antag 0, aSyn rescue -8%, EPAC2 antagonist 15%, DRD3 agonist -15, FUS suppressor 4%, EPAC2 ag 2%, TDP-43 yeast inh -17% and Abeta yeast res -23%.
CCN(CC)c1nc2c(S(=O)(=O)c3ccccc3)nnn2c2ccc(Cl)cc12 was read as DRD3 agonist -2, FUS suppressor inconclusive, TDP-43 yeast inh 13µM* and Abeta yeast res -1%.
For CCC(C)(C)NC(=O)COc1ccc(C(=O)c2ccccc2)cc1 the results were D3 antag -11, aSyn rescue -1%, EPAC2 antagonist -14%, DRD3 agonist 2, FUS suppressor -35%, EPAC2 ag 10%, TDP-43 yeast inh 20% and Abeta yeast res -1%.
For CCN(c1ccc(NC(=O)CSc2ccc3c(c2)OCCO3)cc1)C(C)C the results were D3 antag -14, aSyn rescue -1%, EPAC2 antagonist -20%, DRD3 agonist -23, EPAC2 ag 3%, TDP-43 yeast inh 6% and Abeta yeast res 1%.
CCOc1ccccc1N1CC(C(=O)Nc2ccc(S(=O)(=O)N3CCCCC3)cc2)CC1=O (stereo not given) was read as D3 antag 15, aSyn rescue -12%, EPAC2 antagonist -2%, DRD3 agonist 4, FUS suppressor 3%, EPAC2 ag -8%, TDP-43 yeast inh -4% and Abeta yeast res 4%.
Screening COc1nc2ccccc2nc1OC returned D3 antag -14, aSyn rescue -1%, EPAC2 antagonist 1%, DRD3 agonist 1, FUS suppressor 3%, EPAC2 ag 8%, TDP-43 yeast inh 8% and Abeta yeast res 6%.
For COc1ccc(Cn2cnc3c4cc(F)ccc4n(C)c3c2=O)cc1 the results were D3 antag 14, aSyn rescue 0%, EPAC2 antagonist -10%, DRD3 agonist -28, FUS suppressor 4%, EPAC2 ag 12%, TDP-43 yeast inh -6% and Abeta yeast res 7%.
`O=c1c(C(c2ccccc2)c2c(O)sc3ccccc3c2=O)c(O)sc2ccccc12` gave D3 antag -5, aSyn rescue -5%, EPAC2 antagonist 7%, DRD3 agonist 1, FUS suppressor -4%, EPAC2 ag 8%, TDP-43 yeast inh -20% and Abeta yeast res 13%.
`COC(=O)[C@@]12C[C@@H](CC(=O)N3CCC(c4ccccc4)CC3)C(=O)N(Cc3ccc4c(c3)OCO4)C1=CCC(C)(C)C2` gave D3 antag -9, aSyn rescue 1%, EPAC2 antagonist -17%, DRD3 agonist -5, FUS suppressor 44%, EPAC2 ag 5%, TDP-43 yeast inh 2% and Abeta yeast res 2%.
COc1cccc(-c2cc(C(=O)Nc3ccc(OC)cc3OC)no2)c1 was read as DRD3 agonist 14, FUS suppressor 7%, TDP-43 yeast inh 10% and Abeta yeast res -4%.

Among those listed so far, 2 contain an NH in an aromatic ring.
For O=C(OCC1OC(n2cc(Br)c(=O)[nH]c2=O)C(Br)C1O)c1ccccc1 (stereo not given) the results were D3 antag 22, aSyn rescue 6%, EPAC2 antagonist -6%, DRD3 agonist 0, FUS suppressor -28%, EPAC2 ag -6%, TDP-43 yeast inh 25% and Abeta yeast res 3%.
Screening O=C([C@H]1O[C@@H](n2ccc(=O)[nH]c2=O)[C@H](O)[C@@H]1O)N(CCC1=CCCCC1)CC1CC1 returned D3 antag 0, aSyn rescue -8%, EPAC2 antagonist 15%, DRD3 agonist -15, FUS suppressor 4%, EPAC2 ag 2%, TDP-43 yeast inh -17% and Abeta yeast res -23%.

The main list resumes; the two compounds before the break are reprinted first.
`COC(=O)[C@@]12C[C@@H](CC(=O)N3CCC(c4ccccc4)CC3)C(=O)N(Cc3ccc4c(c3)OCO4)C1=CCC(C)(C)C2` gave D3 antag -9, aSyn rescue 1%, EPAC2 antagonist -17%, DRD3 agonist -5, FUS suppressor 44%, EPAC2 ag 5%, TDP-43 yeast inh 2% and Abeta yeast res 2%.
COc1cccc(-c2cc(C(=O)Nc3ccc(OC)cc3OC)no2)c1 was read as DRD3 agonist 14, FUS suppressor 7%, TDP-43 yeast inh 10% and Abeta yeast res -4%.
`CCCNC(=O)Cn1nc([N+](=O)[O-])c([N+](=O)[O-])c1C` gave D3 antag -13, aSyn rescue -1%, EPAC2 antagonist -3%, DRD3 agonist 1, EPAC2 ag -10%, TDP-43 yeast inh 9% and Abeta yeast res 9%.
`CN(C)C(=O)CSc1nnc(-c2cc(-c3cccs3)nc3ccccc23)o1` gave D3 antag 20, aSyn rescue 0%, EPAC2 antagonist -2%, DRD3 agonist 8, FUS suppressor 12%, EPAC2 ag 18%, TDP-43 yeast inh 3% and Abeta yeast res -3%.
For CC12CCC(=O)N1C(C(=O)OCc1c(Cl)cccc1Cl)CS2 (stereo not given) the results were D3 antag 10, aSyn rescue 1%, EPAC2 antagonist -12%, DRD3 agonist 4, FUS suppressor -1%, EPAC2 ag -4%, TDP-43 yeast inh inconclusive and Abeta yeast res 7%.
Cc1ccccc1CSc1nc(-c2ccccc2)cc(=O)[nH]1 was read as D3 antag 2, aSyn rescue -8%, EPAC2 antagonist 7%, DRD3 agonist -2, EPAC2 ag -2%, TDP-43 yeast inh 4% and Abeta yeast res 5%.
Screening C=CCc1ccccc1OCCn1nnc2ccccc21 returned D3 antag 7, aSyn rescue 12%, EPAC2 antagonist -14%, DRD3 agonist 0, FUS suppressor 19%, EPAC2 ag 4%, TDP-43 yeast inh 23% and Abeta yeast res 3%.
Screening CCOc1ccc(NC(=O)CC2C(=O)OCCN2CC)cc1 (stereo not given) returned DRD3 agonist -2, FUS suppressor 33%, TDP-43 yeast inh inconclusive and Abeta yeast res -93%[inhibitor].
For CCN(CC(O)COc1ccc(OCC(O)CN(CC)C2CCCCC2)cc1)C1CCCCC1 (stereo not given) the results were D3 antag -7, aSyn rescue 8%, EPAC2 antagonist -3%, DRD3 agonist 1, FUS suppressor 10%, EPAC2 ag 8%, TDP-43 yeast inh 8% and Abeta yeast res 7%.
CCOc1ccc(C2N(c3ccc(F)cc3)C(=O)C3CCCN32)cc1 (stereo not given) was read as D3 antag 16, aSyn rescue -17%, EPAC2 antagonist -16%, DRD3 agonist 0, FUS suppressor -20%, EPAC2 ag 3%, TDP-43 yeast inh 14% and Abeta yeast res 2%.
Screening Nc1cnc(Br)cc1Br returned D3 antag 0, aSyn rescue 0%, EPAC2 antagonist -3%, DRD3 agonist -2, FUS suppressor 4%, EPAC2 ag 6%, TDP-43 yeast inh 0% and Abeta yeast res 15%.
For N=c1c(C(=O)NCc2ccco2)cc2c(=O)n3ccccc3nc2n1CC1CCCO1 (stereo not given) the results were D3 antag -9, aSyn rescue -3%, EPAC2 antagonist 3%, DRD3 agonist -2, FUS suppressor 42%, EPAC2 ag -2%, TDP-43 yeast inh 0% and Abeta yeast res 3%.
C/C(=N\NC(=O)c1ccc(N(C)C)cc1)c1cccnc1 was read as D3 antag -10, aSyn rescue -4%, EPAC2 antagonist -6%, DRD3 agonist -11, FUS suppressor 11%, EPAC2 ag 9%, TDP-43 yeast inh inconclusive and Abeta yeast res 8%.
For CCOC(=O)CSc1nc2sc(C)c(C)c2c(=O)[nH]1 the results were D3 antag 12, aSyn rescue 5%, EPAC2 antagonist 5%, DRD3 agonist 2, FUS suppressor 4%, EPAC2 ag 2%, TDP-43 yeast inh 7% and Abeta yeast res 4%.
`NS(=O)(=O)c1ccc(N2CCCC2=O)c([N+](=O)[O-])c1` gave D3 antag 4, aSyn rescue 0%, EPAC2 antagonist -9%, DRD3 agonist -1, FUS suppressor 5%, EPAC2 ag -4%, TDP-43 yeast inh 0% and Abeta yeast res 14%.
`C#CCOc1c(Cl)cc(/C=N/O)cc1OC` gave D3 antag 6, aSyn rescue -5%, EPAC2 antagonist -14%, DRD3 agonist -3, EPAC2 ag -4%, TDP-43 yeast inh 25% and Abeta yeast res 6%.
Screening CC(=O)N(Cc1cc(=O)[nH]c2ccccc12)c1ccccc1C returned D3 antag -11, aSyn rescue -9%, EPAC2 antagonist 15%, DRD3 agonist -1, FUS suppressor 15%, EPAC2 ag 13%, TDP-43 yeast inh 8% and Abeta yeast res -11%.
Screening Cc1nn(CC(=O)N/N=C/c2cccs2)c(C)c1[N+](=O)[O-] returned D3 antag -17, aSyn rescue -8%, EPAC2 antagonist -2%, DRD3 agonist 1, FUS suppressor 19%, EPAC2 ag 14%, TDP-43 yeast inh 8% and Abeta yeast res 11%.
For CCOc1ccc(Nc2oc(-c3cccs3)nc2C#N)cc1 the results were D3 antag 6, aSyn rescue 2%, EPAC2 antagonist -2%, DRD3 agonist -2, FUS suppressor -7%, EPAC2 ag 11%, TDP-43 yeast inh 1% and Abeta yeast res 8%.
